beta cell repl: inducers of MIN6 beta-cell proliferation, primary screen, ATP luminescence, uHTS. hit rate 0.29% among 330,000. proliferation, % at 10 µM. MIN6 cells proliferation, ATPlite luminescence, 48 h; cells starved in 0.2% serum; 100% = growth in 10% serum;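 active = compounds whose signal lies at least 3.5 SD above the mean of all wells on their plate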;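 also: 0% = DMSO-treated cells in low-serum medium and 100% = 10% serum control; some compounds called inactive have numbers as strong as hits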
APOBEC3A inh: APOBEC3A ssDNA deaminase inhibitors, primary screen, selectivity assay for APOBEC3G inhibitor project, biochemical, FAM/TAMRA oligo cleavage fluorescence | inhibition, % at 20 µM | DNA dC->dU-editing enzyme APOBEC-3A (Homo sapiens), P31941 | recombinant A3A, FAM/TAMRA ssDNA deamination fluorescence | AID 493011, 2011 | hit rate 0.41% among 330,000;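 active = at least 40% inhibition at 20 µM here, with at most 30% in a related deaminase screen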;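 also: plate controls were A3A with DMSO for no effect and wells lacking A3A enzyme for full effect; some results filed as inactive read as strong as hits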
Target sequence (P31941 whole entry, looked up): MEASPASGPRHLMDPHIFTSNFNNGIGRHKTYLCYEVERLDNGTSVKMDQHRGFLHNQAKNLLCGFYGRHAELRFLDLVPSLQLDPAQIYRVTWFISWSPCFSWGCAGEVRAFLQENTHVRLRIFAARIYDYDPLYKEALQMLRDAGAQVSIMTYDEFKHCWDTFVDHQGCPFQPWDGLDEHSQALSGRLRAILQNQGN
GRIN3A LBD mod: binders of NR3A ligand-binding domain, primary screen, biophysical, differential scanning fluorimetry, uHTS | hit rate 2.5% among 340,000 | AID 1259313, 2017 | NR3A LBD differential scanning fluorimetry, Tm shift; 0% = protein alone, 100% = glycine-bound protein | Tm shift relative to glycine control, % at 25 µM;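 active = melting temperature shift of at least 10% of the positive control shift, at one fixed dose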
APOBEC3G inh: APOBEC3G DNA deaminase inhibitors, primary screen, biochemical, fluorescence, single-stranded DNA substrate, uHTS | DNA dC->dU-editing enzyme APOBEC-3G (Homo sapiens), Q9HC16 | recombinant A3G, ssDNA deamination FAM/TAMRA fluorescence | inhibition, % at 20 µM | hit rate 0.28% among 330,000 | AID 493012, 2011;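 active = inhibition of at least 40% at 20 µM, with no more than 30% in the related APOBEC3A deaminase screen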;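 also: plate controls were DMSO wells with A3G for no effect and wells lacking A3G enzyme for full effect; some compounds called inactive have numbers as strong as hits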
Target sequence (Q9HC16 whole entry, looked up): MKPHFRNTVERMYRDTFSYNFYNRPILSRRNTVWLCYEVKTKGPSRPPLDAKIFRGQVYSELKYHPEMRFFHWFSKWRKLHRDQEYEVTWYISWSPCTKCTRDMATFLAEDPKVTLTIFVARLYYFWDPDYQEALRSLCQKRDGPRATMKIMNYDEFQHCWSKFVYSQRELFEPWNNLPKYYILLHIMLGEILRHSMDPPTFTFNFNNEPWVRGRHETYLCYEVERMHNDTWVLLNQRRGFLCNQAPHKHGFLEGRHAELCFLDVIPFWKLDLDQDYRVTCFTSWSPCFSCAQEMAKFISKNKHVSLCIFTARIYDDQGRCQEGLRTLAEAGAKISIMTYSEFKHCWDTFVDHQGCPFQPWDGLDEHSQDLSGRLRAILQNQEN
hIAP inh: human IAP inhibitors, primary screen, biochemical, luminescence, uHTS; purified IAP, CDP-Star luminescence, 30 min; hit rate 0.12% among 330,000; inhibition, % at 10 µM;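 active = inhibition reaching a set limit with compound at 10 µM in the primary screen, cut at about 35% in these data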;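 also: plate controls were DMSO wells with enzyme for no effect and no-enzyme buffer wells for full effect; values of inactives mirror those of a sister screen read the other way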
Target sequence (P09923 whole entry, looked up): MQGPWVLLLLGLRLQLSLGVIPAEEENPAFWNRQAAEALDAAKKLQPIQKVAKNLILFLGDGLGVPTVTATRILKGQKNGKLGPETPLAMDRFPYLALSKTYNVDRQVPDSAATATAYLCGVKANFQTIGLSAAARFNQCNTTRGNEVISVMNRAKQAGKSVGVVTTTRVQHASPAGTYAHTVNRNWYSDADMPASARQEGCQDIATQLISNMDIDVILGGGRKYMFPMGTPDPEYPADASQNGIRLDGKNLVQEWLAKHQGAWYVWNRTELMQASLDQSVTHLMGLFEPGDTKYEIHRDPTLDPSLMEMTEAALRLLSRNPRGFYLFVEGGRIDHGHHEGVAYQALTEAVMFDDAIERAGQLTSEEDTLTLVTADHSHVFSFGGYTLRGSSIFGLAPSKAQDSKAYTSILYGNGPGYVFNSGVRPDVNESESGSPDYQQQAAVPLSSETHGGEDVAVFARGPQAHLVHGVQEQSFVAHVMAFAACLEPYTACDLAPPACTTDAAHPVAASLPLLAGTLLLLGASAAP
mIAP inh: inhibitors of mouse IAP, primary screen, biochemical, luminescence, uHTS; inhibition, % at 10 µM; hit rate 0.2% among 330,000; intestinal alkaline phosphatase [Mus musculus]; purified mouse IAP, CDP-Star luminescence, 30 min;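 active = inhibition of at least 40% at 10 µM in the primary screen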;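 also: plate controls were DMSO with enzyme for no effect and no enzyme wells for full effect; values of inactives mirror those of a sister screen read the other way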
hIAP act: human IAP activators, primary screen, biochemical, luminescence, uHTS; purified human IAP, CDP-Star luminescence, 30 min; active compounds read high; 1 = vehicle-only enzyme, 0 = enzyme-free background; hit rate 0.16% among 330,000; AID 2524, 2010; activation factor at 10 µM;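 active = activation factor of the enzyme at least 2-fold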; also: the source names both 10 and 20 µM as test concentration; values of inactives mirror those of a sister screen read the other way
MPTP inh: mitochondrial permeability transition pore inhibitors, primary screen, biochemical, isolated mouse mitochondria, absorbance | Ca2+ swelling absorbance, 30 min | inhibition, % at 10 µM | hit rate 1.4% among 360,000;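 active = inhibition of 50% or more, scaled per plate between neutral and stimulator controls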;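 also: 0% = DMSO wells given calcium and 100% = 1 mM EGTA wells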
mIAP act: activators of mouse IAP, primary screen, biochemical, luminescence, uHTS. muIAP, CDP-Star luminescence, 30 min; active compounds read high; 1 = vehicle-only enzyme signal, 0 = enzyme-free wells. activation factor at 10 µM. hit rate 0.24% among 330,000;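 active = activation factor of at least 2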; also: the source names both 10 and 20 µM as test concentration; values of inactives mirror those of a sister screen read the other way
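also added = chemiluminescent substrate CDP-Star | test system = mouse IAP enzyme | signal = chemiluminescence readout | compound = DMSO-dissolved test compounds | incubation = 30 min at room temperature | benchmarks = DMSO wells, no-enzyme wells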
* marks the source's active call; other numbers are inactive results; . = no result given.

SMILES	beta cell repl	APOBEC3A inh	GRIN3A LBD mod	APOBEC3G inh	hIAP inh	mIAP inh	hIAP act	MPTP inh	mIAP act
Cc1ccc(NC(=O)C(OC(=O)c2cnc(C)cn2)c2ccccc2)c([N+](=O)[O-])c1 (stereo not given)	-3	3	2	3	2	-6	0.97	-0.4	1.1
CC(C)c1ccc(C(C)NC(=O)C2CCCC2)cc1 (stereo not given)	0	0	-6	-4	-1	-5	1	-0.4	1.1
COc1ccc(NC(=O)COC(=O)Cc2c[nH]c3ccccc23)cc1Cl	-3	-3	20*	-5	-5	-4	1	0.8	1
COc1ccc(CNC(=O)CN(C(=O)c2snc(C(N)=O)c2N)c2ccc(F)cc2)cc1	4	-5	-5	-10	5	2	0.95	-1.0	0.98
Cc1ccccc1OCC(=O)Nc1ccccc1N1CCC(C)CC1	-6	-3	0	-2	-6	12	1.1	1.3	0.88
CO/N=C/NC(=O)NOCc1ccc(Cl)cc1Cl	-2	3	2	1	-28	-5	1.3	-2.2	1
CC(=O)Nc1ccc(NC(=O)CSc2nc(C)nc3sc(C)c(C)c23)cc1	-2	-2	-5	-7	-9	3	1.1	-1.1	0.97
CCOC(=O)c1c(NC(=O)CSc2nc3ccccc3c(=O)n2-c2ccc(F)cc2)sc(C(C)=O)c1C	-2	4	1	1	-10	8	1.1	1.8	0.92
Cc1ccc(NC(=O)NNC(=O)c2ccccc2)cc1	1	0	-1	-6	-20	8	1.2	1.1	0.92
Cc1ccc(N2CCN(S(=O)(=O)N3CCCCCC3)CC2)cc1Cl	0	3	-1	-8	15	5	0.85	-1.7	0.95
CC(=O)c1ccccc1OC(=O)CCN1C(=O)c2ccccc2C1=O	0	-2	-110	-2	13	-3	0.87	-0.1	1
CCn1c(=O)n(CC(=O)NCc2ccco2)c(=O)c2ccccc21	0	-4	11*	4	-16	-7	1.2	14	1.1

Some of these compounds in order of their number in mIAP inh, ascending.
SMILES	APOBEC3A inh	GRIN3A LBD mod	APOBEC3G inh	hIAP inh	mIAP inh	hIAP act	MPTP inh	mIAP act
COc1ccc(NC(=O)COC(=O)Cc2c[nH]c3ccccc23)cc1Cl	-3	20*	-5	-5	-4	1	0.8	1
Cc1ccc(N2CCN(S(=O)(=O)N3CCCCCC3)CC2)cc1Cl	3	-1	-8	15	5	0.85	-1.7	0.95
CCOC(=O)c1c(NC(=O)CSc2nc3ccccc3c(=O)n2-c2ccc(F)cc2)sc(C(C)=O)c1C	4	1	1	-10	8	1.1	1.8	0.92

New compounds follow
SMILES	beta cell repl	APOBEC3A inh	GRIN3A LBD mod	APOBEC3G inh	hIAP inh	mIAP inh	hIAP act	MPTP inh	mIAP act
Cn1nc(-c2ccc3c(c2)OCCO3)c2ccccc2c1=O	-1	0	-1	-3	16	9	0.84	12	0.91
COc1ccc(C(=O)C(C)OC(=O)c2nc3nccc(C)n3n2)cc1 (stereo not given)	5	-3	1	-8	-10	5	1.1	1.1	0.95
O=C(c1ccc(F)cc1)N1CCN(C(=O)c2cccnc2)CC1	-3	2	0	-1	-4	-3	1	-2.6	1
Cc1cc(=O)[nH]c2nnc(-c3ccc(Br)cc3)n12	-7	2	3	0	-14	-7	1.1	0.5	1.1
O=C(O)CC/C(=N/NC(=O)c1ccc(-c2ccccc2)cc1)c1ccccc1	0	1	2	1	-15	6	1.2	1.0	0.94
O=C(COC(=O)c1ccc(Cl)nc1)Nc1ccc2c(c1)OCCO2	-5	-4	2	-7	10	-4	0.91	0.6	1
CC(Oc1ccc(Cl)cc1Cl)C(=O)NCc1ccncc1 (stereo not given)	0	-2	0	-9	-15	-1	1.2	1.3	1
C(#Cc1ccccc1)CN1CCCCC1	-4	-4	-1	-9	4	-5	0.96	0.1	1
Cc1ccc(-c2nnnn2-c2ccccc2C(=O)O)cc1	-2	-2	0	-6	-8	-11	1.1	0.3	1.1
Cc1ccc(OCC(=O)NC2CCCC(C)C2C)c([N+](=O)[O-])n1 (stereo not given)	5	5	0	5	2	-3	0.98	-0.3	1
COc1cc(S(=O)(=O)N2CCN(C)CC2)c(OC)cc1Cl	0	-2	0	-4	9	4	0.91	0.3	0.96
Cc1ccnc(NS(=O)(=O)c2cnc(Cl)c(Br)c2)c1	0	-6	-2	-11	-2	-8	1	-1.4	1.1
Cc1cccc(NC(=O)Cn2c(=O)n3nc(CCn4nc(C)cc4C)nc3c3ccccc32)c1	-4	0	0	-3	-2	4	1	-3.7	0.96
Cn1ncc([N+](=O)[O-])c1C(=O)Nc1cccc2ccccc12	-2	-2	0	-11	25	-1	0.75	1.3	1
CCN(CC)CCN(Cc1cc2ccc(C)cc2[nH]c1=O)C(=O)NC1CCCCC1	-4	0	-2	-13	-3	1	1	-2.5	0.99
CC(C)c1csc(CN2CCN(CCc3ccccc3)C(CCO)C2)n1 (stereo not given)	0	-4	-4	-7	6	-3	0.94	4.2	1
CC(=O)c1cccc(NC(=O)NCc2ccc3c(c2)OCO3)c1	-1	-1	-1	-3	5	4	0.95	0.0	0.96
O=C1C=C(c2ccc3cc[nH]c3c2)C[C@@H](c2ccc3c(c2)OCO3)C1	-5	11	21*	0	10	22	0.9	2.0	0.78
CCOC(=O)c1cc(-c2ccccc2)sc1NC(=O)CCN1C(=O)c2ccccc2C1=O	0	-1	-1	-1	16	7	0.84	0.7	0.93
Cc1ccnc(NC(=O)c2cccc(S(=O)(=O)Nc3ccc(C)cc3C)c2)c1	-5	-2	-8	-5	6	11	0.94	-1.0	0.89
CC(NCC(O)COc1ccc(S(=O)(=O)N2CCOCC2)cc1)c1ccccc1 (stereo not given)	2	-2	0	-11	-1	-14	1	0.7	1.1
O=S(=O)(NCc1ccco1)c1ccc2c(c1)Cc1ccccc1-2	-6	-7	1	-7	-2	-3	1	-3.3	1
CCC(=O)N=c1sc2cc(F)cc(F)c2n1C	5	1	2	-5	0	2	1	0.0	0.98
COc1ccc(NC(=O)Nc2ccc(O)c3ccccc23)cc1	-4	6	6	9	2	15	0.98	.	0.85

Copied from the entries so far, 2 compounds:
SMILES	beta cell repl	APOBEC3A inh	GRIN3A LBD mod	APOBEC3G inh	hIAP inh	mIAP inh	hIAP act	MPTP inh	mIAP act
CCC(=O)N=c1sc2cc(F)cc(F)c2n1C	5	1	2	-5	0	2	1	0.0	0.98
COc1ccc(NC(=O)Nc2ccc(O)c3ccccc23)cc1	-4	6	6	9	2	15	0.98	.	0.85

Part of the list above in order of SMILES length, rising.
SMILES	beta cell repl	APOBEC3A inh	GRIN3A LBD mod	APOBEC3G inh	hIAP inh	mIAP inh	hIAP act	MPTP inh	mIAP act
CCC(=O)N=c1sc2cc(F)cc(F)c2n1C	5	1	2	-5	0	2	1	0.0	0.98
CC(=O)c1cccc(NC(=O)NCc2ccc3c(c2)OCO3)c1	-1	-1	-1	-3	5	4	0.95	0.0	0.96
O=C1C=C(c2ccc3cc[nH]c3c2)C[C@@H](c2ccc3c(c2)OCO3)C1	-5	11	21*	0	10	22	0.9	2.0	0.78

Carrying on.
SMILES	beta cell repl	APOBEC3A inh	GRIN3A LBD mod	APOBEC3G inh	hIAP inh	mIAP inh	hIAP act	MPTP inh	mIAP act
CCOC(=O)C(=CNNc1c(C)csc1C(=O)OC)C(=O)OCC	-2	-4	1	-5	-14	0	1.1	3.1	1
O=C1CCc2cc(S(=O)(=O)NC(Cc3ccccc3)C(=O)NC3CCCCC3)ccc2N1 (stereo not given)	3	-1	.	0	7	1	0.93	-1.4	0.99
C[C@H]1CN([C@@H](C)CO)C(=O)c2cc(NC(=O)Cc3ccccc3)ccc2O[C@H]1CN(C)Cc1ccccc1	-3	-1	-1	-4	2	-10	0.98	12	1.1
COc1ccc(C(=O)NCC(=O)NCC(=O)OCC(=O)C(C)(C)C)cc1	1	-2	2	-7	-10	-2	1.1	-0.4	1
CSc1nc2cc3c(cc2n1C(=O)c1ccc(C)cc1)OCCO3	3	-2	-1	-6	-1	8	1	-1.5	0.92
CCOC(=O)c1nnn(CC(=O)N2N=C(c3cccc4ccccc34)CC2c2ccccc2)c1C(=O)OCC (stereo not given)	-3	2	3	4	5	5	0.95	3.0	0.95
CCOC(=O)c1sc(CS(=O)(=O)c2ccc(Cl)cc2)nc1C	0	-1	-2	-1	19	12	0.81	1.3	0.88
CC(C)Cn1c(-c2cccc(S(=O)(=O)N3CCOCC3)c2)n[nH]c1=S	4	-1	-1	44*	-5	6	1.1	-1.0	0.94
CC(C)=CC1C(C(=O)NCCc2ccccc2)C1(C)C (stereo not given)	1	0	2	-4	-10	-2	1.1	2.5	1
COc1ccccc1CNC(=O)C(NS(=O)(=O)c1ccc2c(c1)oc(=O)n2C)C(C)C (stereo not given)	5	-1	0	-5	9	-6	0.91	0.4	1.1
C=CCNC(=S)NCC=C	-1	-2	0	-8	12	3	0.89	-0.8	0.97
Cc1nc(-c2nc(C(=O)NNS(C)(=O)=O)cs2)cs1	-3	-7	3	0	-25	-10	1.3	0.2	1.1
CCOC(=O)c1c(C)n(C)c2cc(-c3ccc(C)cc3)c(O)cc12	3	-1	1	-7	-29	-3	1.3	4.1	1
CCOc1ccc(NC(=O)CS(=O)CC(=O)Nc2cccnc2)cc1 (stereo not given)	0	-2	-3	-6	5	0	0.95	-1.1	1
CCCS(=O)(=O)N1CCC(C(=O)NCCCN2CCCC2=O)CC1	1	2	1	0	-5	4	1.1	-1.7	0.96
CC(C)CC1COC(=O)N1 (stereo not given)	0	-3	-1	-4	3	-5	0.97	-2.1	1.1
CC(=O)OCc1cc(-c2nc3ccccc3[nH]c2=O)nn1-c1ccc(Cl)cc1	0	3	1	-1	13	-7	0.87	0.3	1.1
O=[N+]([O-])c1ccc2ccn(C3OCC(O)C(O)C3O)c2c1 (stereo not given)	-1	2	1	-2	4	1	0.95	0.6	0.99
CC(C)(C)NC(=O)NC(=O)COC(=O)c1cccc(OC(F)F)c1	0	1	0	-6	1	9	0.99	-0.8	0.91
COC(=O)C1=C(C)N(c2ccc(OC)cc2)C(=O)/C1=C\c1cccs1	0	3	-5	-4	24	5	0.76	3.8	0.95
Cc1cc(C)c(S(=O)(=O)Cc2ccccc2)c(OC(C)C)n1	2	-3	0	-7	-9	-2	1.1	-0.2	1
Cc1ccc(NC(=O)c2cccc(S(=O)(=O)N3CCN(c4ccccc4)CC3)c2)nc1	-2	-1	28*	-9	-13	6	1.1	2.1	0.94

Among those listed so far, these contain a nitro group on carbon.
SMILES	beta cell repl	APOBEC3A inh	GRIN3A LBD mod	APOBEC3G inh	hIAP inh	mIAP inh	hIAP act	MPTP inh	mIAP act
Cc1ccc(NC(=O)C(OC(=O)c2cnc(C)cn2)c2ccccc2)c([N+](=O)[O-])c1 (stereo not given)	-3	3	2	3	2	-6	0.97	-0.4	1.1
Cc1ccc(OCC(=O)NC2CCCC(C)C2C)c([N+](=O)[O-])n1 (stereo not given)	5	5	0	5	2	-3	0.98	-0.3	1
Cn1ncc([N+](=O)[O-])c1C(=O)Nc1cccc2ccccc12	-2	-2	0	-11	25	-1	0.75	1.3	1
O=[N+]([O-])c1ccc2ccn(C3OCC(O)C(O)C3O)c2c1 (stereo not given)	-1	2	1	-2	4	1	0.95	0.6	0.99

Screening results from PubChem BioAssay.
